OXTR potentiate: human OXTR potentiation. activation, % at 3 µM. P30559. AID 2445. 320,000 tested, 0.061% active. CHO-OTR cells, Fluo-8 calcium fluorescence, potentiator mode; 0% = oxytocin EC15, 100% = EC100;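 active means activation above that plate's cutoff, the mean activation of tested compounds plus 3 SD, cut at about 6.6% in these data, passing the limit was not always enough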;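 further: 100% uses oxytocin at 75 nM as the full agonist control; some results filed as inactive read as strong as hits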
Target sequence (P30559 whole entry, looked up): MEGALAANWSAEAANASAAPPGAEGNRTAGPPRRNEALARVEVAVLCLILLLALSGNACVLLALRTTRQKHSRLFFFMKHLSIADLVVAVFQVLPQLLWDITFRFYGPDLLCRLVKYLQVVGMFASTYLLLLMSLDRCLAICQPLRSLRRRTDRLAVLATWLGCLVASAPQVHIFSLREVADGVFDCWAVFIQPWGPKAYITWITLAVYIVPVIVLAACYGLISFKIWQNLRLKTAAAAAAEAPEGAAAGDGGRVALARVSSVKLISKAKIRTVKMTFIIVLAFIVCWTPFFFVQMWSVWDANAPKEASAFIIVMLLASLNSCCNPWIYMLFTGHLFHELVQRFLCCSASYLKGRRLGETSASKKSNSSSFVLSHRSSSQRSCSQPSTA
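test system = CHO-OTR cells, human receptor | compound = single-point 3.0 µM | schedule = 6 min compound pre-incubation at room temperature, 100 s kinetic read | signal = Fluo-8 no-wash calcium dye fluorescence, excitation 470-495 nm, emission 515-575 nm | repeats = single well per compound, singlicate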
CHO parental Ca: signal in parental CHO cells, OX1R antagonist counter-screen. parental CHO-K1, ATP-induced calcium, Fluo-8 fluorescence. inhibition, % at 5.6 µM. 330,000 tested, 0.63% active. AID 463079;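 active means inhibition above that plate's mean sample inhibition plus 3 SD, cut at about 26% in these data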;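 further: 0% = ATP-challenged DMSO wells and 100% = DMSO wells without ATP; some compounds past the cut are filed as inactive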
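Material: Parental CHO cells | Reagent: ATP | Compound dosing: Single nominal dose of 5.6 µM per compound | Detection: Intracellular calcium via Fluo-8 no-wash fluorescent dye | Read-out: % inhibition of ATP-induced calcium mobilization | Benchmarks: Low control ATP plus DMSO, high control DMSO only | Replicates: Singlicate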
CHO-K1 Ca antag: nonselective inhibitor or artifact in parental CHO-K1 cells; ATP-induced calcium, Fluo-8 fluorescence; inhibition, % at 3 µM; 360,000 tested, 0.6% active; AID 602250;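 active means inhibition above a per-plate cutoff, the plate's mean sample inhibition plus 3 SD, cut at about 24% in these data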;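 further: 0% = DMSO plus EC80 ATP and 100% = DMSO alone without ATP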
CHO-K1 Ca ag: M1 agonist counterscreen hit in parental CHO-K1 cells; AID 602248; Fluo-8 calcium fluorescence; scaled to maximal ATP response, vehicle zero; 360,000 tested, 0.48% active; activation, % at 3 µM; in the data active means activation above about 15%;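 further: untransfected CHO-K1 host cells lacking M1 receptor as counterscreen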
CHO-K1 Ca PAM: counter-screen for M1 PAMs: effect in parental CHO-K1 cells. 360,000 tested, 0.02% active. activation, % at 3 µM. ATP EC20, Fluo-8 calcium fluorescence; 0% at ATP EC20, 100% at ATP max;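 active means activation above the run cutoff, the mean activation of all test compounds plus 3 SD, cut at about 40% in these data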;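 further: peak over basal fluorescence ratio in a 140 s read after ATP addition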
CHRM1 antagonist: antagonists of human M1 muscarinic receptor | inhibition, % at 3 µM | 360,000 tested, 1.3% active | P11229 | CHO-K1 hM1, Fluo-8 calcium fluorescence, ACh EC80 antagonist;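 active means percent inhibition above its own plate's cutoff, namely the mean of that plate's compound wells plus 3 SD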;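 further: peak over basal fluorescence ratio during 140 s after agonist addition; 0% = ACh EC80 plus DMSO and 100% = DMSO alone without agonist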
Target sequence (P11229 whole entry, looked up): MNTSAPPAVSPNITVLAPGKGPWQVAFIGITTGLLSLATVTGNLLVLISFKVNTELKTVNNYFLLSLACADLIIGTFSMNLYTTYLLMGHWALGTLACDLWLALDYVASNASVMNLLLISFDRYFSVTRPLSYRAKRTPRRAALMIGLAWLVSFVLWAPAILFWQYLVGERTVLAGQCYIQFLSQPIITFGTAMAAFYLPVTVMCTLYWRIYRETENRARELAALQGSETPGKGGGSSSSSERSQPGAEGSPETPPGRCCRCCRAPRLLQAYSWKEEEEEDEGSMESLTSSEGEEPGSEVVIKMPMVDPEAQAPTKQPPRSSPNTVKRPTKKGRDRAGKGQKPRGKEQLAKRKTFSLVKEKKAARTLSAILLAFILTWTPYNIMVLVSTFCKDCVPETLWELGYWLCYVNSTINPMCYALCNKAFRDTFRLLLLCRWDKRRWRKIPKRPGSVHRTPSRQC
M1 ag: agonists of human M1 muscarinic receptor; P11229; CHO-K1 hM1, Fluo-8 calcium fluorescence, agonist mode; 0% DMSO, 100% acetylcholine EC100; activation, % at 3 µM; 360,000 tested, 0.33% active;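 active means activation above the run's mean compound activation plus 3 SD, cut at about 16% in these data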;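 further: peak over basal fluorescence ratio within a 140 s kinetic read after compound addition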
TAAR1 agonist: agonists of human TAAR1. Q96RJ0. CHO RD-HGA16 TAAR1, Fluo-8 calcium fluorescence; vehicle wells 0%, saturating PEA agonist 100%. activation, % at 3 µM. 360,000 tested, 0.99% active. AID 624467;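 active means activation above the mean activation of all test compounds in the run plus 3 SD, cut at about 38% in these data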
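test system = CHO RD-HGA16 cells carrying human TAAR1 plus Gα16 | schedule = 17-24 h seeding, 75 min 37 °C dye, 30 min RT | compound dosing = 3 µM single concentration | control set = DMSO and PEA EC100 | replicates = n 1 | signal = Fluo-8 fluorescence, 5 s baseline then 140 s kinetic read | measure = percent activation vs PEA EC100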
TAAR1 antag: human TAAR1 antagonism. CHO RD-HGA16 TAAR1, Fluo-8 calcium fluorescence, antagonist. 360,000 tested, 1.5% active. inhibition, % at 3 µM;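 active means inhibition above a per-plate cutoff, the mean inhibition of test compounds on that plate plus 3 SD, cut at about 49% in these data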;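 further: 0% = DMSO plus EC80 beta-PEA response and 100% = DMSO alone without agonist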
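Assay system: CHO-derived RD-HGA16 cells stably expressing human TAAR1 plus Gα16. Timing: 140 s kinetic read after compound, 140 s after agonist. Technique: kinetic Fluo-8 calcium fluorescence measurement. Measure: % inhibition of agonist calcium response.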
The depositor's hits bear a star; . = no result given.

SMILES	OXTR potentiate	CHO parental Ca	CHO-K1 Ca antag	CHO-K1 Ca ag	CHO-K1 Ca PAM	CHRM1 antagonist	M1 ag	TAAR1 agonist	TAAR1 antag
Cc1ccc(C(=O)Nc2ncn[nH]2)cc1	-2	-6	10	0.1	-14	-2	-1	4	-18
NC(=O)c1cc(S(=O)(=O)NCc2ccc(Br)cc2)cs1	-4	-7	4	1.2	10	-20	1	3	-7
CC(/C=N/NC(=O)c1cc(C(C)C)[nH]n1)=C\c1ccccc1	-1	-9	3	1.0	2	-3	1	13	5
Cc1ccc2cc(CN(Cc3cccs3)Cc3nnnn3CC3CCCO3)c(=O)[nH]c2c1 (configuration not stated)	-5	-32	-22	3.3	22	-2	-4	4	4
Cc1cc(-n2c(C)cc(C(=O)CN3C(=O)C(=O)N(C)C3=O)c2C)no1	1	-6	5	-0.4	-8	-2	-2	5	-18
COc1ccc(-c2c(-c3ccc(O)cc3O)n[nH]c2C)cc1OC	-1	-3	-10	1.5	22	-2	10	.	.
O=C(CN1CCN(c2cnn(-c3ccccc3)c(=O)c2Cl)CC1)NC1CCS(=O)(=O)C1 (configuration not stated)	.	.	-7	1.2	13	-12	-3	1	14
O=C(Nc1ccc(S(=O)(=O)NC2=NCCCCC2)cc1)c1ccc([N+](=O)[O-])s1	-3	-25	8	0.5	7	-5	-5	12	2
COCCN(C(=S)Nc1ccccc1C)C(C)c1ccco1 (configuration not stated)	0	1	-9	0.7	11	-8	-3	0	-23
CC1C=CCC2C(=O)N(c3cccc(C(=O)Nc4ccc(F)cc4)c3)C(=O)C12 (configuration not stated)	-3	-13	-2	6.3	-17	9	-2	2	8
O=C(NCCS(=O)(=O)N1CCC2(CC1)OCCO2)c1ccc(F)cc1	0	-11	13	-0.3	-26	-3	-1	5	-3
Cc1cc(NC(=O)C2CC(=O)N(c3ccccc3)C2)no1 (configuration not stated)	1	-5	-2	0.6	12	-6	-5	1	10

2 compounds from above, limited to TAAR1 agonist and TAAR1 antag:
smiles	TAAR1 agonist	TAAR1 antag
CC1C=CCC2C(=O)N(c3cccc(C(=O)Nc4ccc(F)cc4)c3)C(=O)C12 (configuration not stated)	2	8
O=C(NCCS(=O)(=O)N1CCC2(CC1)OCCO2)c1ccc(F)cc1	5	-3

The results go on.
SMILES	OXTR potentiate	CHO parental Ca	CHO-K1 Ca antag	CHO-K1 Ca ag	CHO-K1 Ca PAM	CHRM1 antagonist	M1 ag	TAAR1 agonist	TAAR1 antag
Cc1ccc(S(=O)(=O)Cn2nnnc2C(C(C)C)N2CCC(O)CC2)cc1 (configuration not stated)	-3	-9	-7	1.0	-7	3	-5	1	12
Cc1cccc(N(CC(=O)Nc2c(C)n(C)n(-c3ccccc3)c2=O)S(C)(=O)=O)c1	-3	-4	14	0.0	-5	-3	-1	2	-5
COc1cc(C2c3c(oc4ccccc4c3=O)C(=O)N2c2nccs2)ccc1O (configuration not stated)	-6	-20	-6	1.4	-9	-1	-2	3	6
CC(C)CN(C)C(=O)CCc1nnc(Cc2cccc(C(F)(F)F)c2)o1	-12	-8	-13	0.9	14	-5	-11	-1	21
COC(=O)C1=C(C)NC(=O)CC1c1ccccc1 (configuration not stated)	-3	0	-1	0.1	11	-2	-1	5	-8
Cc1nc2ncnn2c(C)c1CCC(=O)NCc1ccco1	-5	-3	-2	0.6	4	1	-5	11	3
CCOC(=O)N=Nc1c(O)n(C)c2ccccc12	0	-7	-5	0.0	14	-11	-5	-1	-7
O=S1(=O)N(Cc2ccccc2F)CCCN1Cc1c(F)cccc1Cl	-14	66*	-16	-0.3	18	-15	-4	-1	11
Cc1cc(NC(=O)CCOc2ccc(F)cc2)no1	.	.	-2	0.1	-9	-10	-4	1	-18
CCOC(=O)c1oc2ccc(Br)cc2c1CSc1nnc(C)s1	-4	-20	0	0.3	-4	-9	-3	2	-9
Nc1c(N(CCC2=CCCCC2)C(=O)Cc2ccc(F)cc2)c(=O)[nH]c(=O)n1Cc1ccccc1	-18	-2	-4	6.5	7	10	19*	32	20
c1ccc(-c2c[n+]3c(n2-c2ccccc2)SCC3)cc1	-6	-12	-6	0.2	17	-4	-9	6	14
CCOc1ccc(NC(=S)Nc2ccccc2C2CC2)cc1	2	-5	26*	-0.3	-15	10	-6	5	-3
CCN(CC)CCn1nc2c3c(cccc3c1=O)-c1ccccc1-2	3	-3	-5	0.7	30	-7	-10	-1	-13
NC(=O)CC(NC(=O)c1cccc(Br)c1)c1ccc(NC2CCCCCCCCCCC2)c([N+](=O)[O-])c1 (configuration not stated)	6	-6	-6	0.8	4	12	-2	0	-4
COc1ccc(-c2nc3ccc(Cl)cn3c2CC(C)(C)C)cc1OC	.	.	-22	1.2	13	-16	-6	-2	1
O=C(/C=C/c1ccncc1)c1ccc2c(c1)OCCO2	-2	-11	10	0.2	-9	-1	-7	10	10
CC(=O)c1cc(-c2ccc(F)cc2)n(CCC(=O)Nc2cc(C)[nH]n2)c1C	-4	2	7	0.2	-5	-16	1	5	44
COc1ccc2ccccc2c1/C=N/n1cnnc1	-7	-7	-11	0.2	18	-23	0	8	-9
O=C(Nc1nc2c(s1)CCCC2)C1COc2ccccc2O1 (configuration not stated)	-5	-4	3	0.7	19	-5	-7	-3	1
CC1CCN(CCCNC(=O)c2cc3c(Cl)nc4ccccc4c3s2)CC1	-3	-18	14	2.8	8	-6	-12	1	4
COc1ccc(/C=N/NC(=O)c2ccc(N)cc2)cc1Cn1cc([N+](=O)[O-])cn1	5	-12	-3	0.8	5	-6	-4	3	-2
Cc1cc(C)n(CCCNC(=O)c2ccc3c(c2)NC(=O)CS3)n1	-7	-1	23	0.4	-2	16	-6	3	-2
C=CCn1c(C)cc(C2=NNC(=NCC)SC2)c1C	-11	-14	-3	0.1	2	4	-10	0	-20

Overlap with the part before: 2 entries, followed by the next part.
SMILES	OXTR potentiate	CHO parental Ca	CHO-K1 Ca antag	CHO-K1 Ca ag	CHO-K1 Ca PAM	CHRM1 antagonist	M1 ag	TAAR1 agonist	TAAR1 antag
Cc1cc(C)n(CCCNC(=O)c2ccc3c(c2)NC(=O)CS3)n1	-7	-1	23	0.4	-2	16	-6	3	-2
C=CCn1c(C)cc(C2=NNC(=NCC)SC2)c1C	-11	-14	-3	0.1	2	4	-10	0	-20
CCCOc1ccc(C(=O)CCNC(Cc2c[nH]c3ccccc23)C(=O)O)cc1 (configuration not stated)	-4	-10	-8	-0.3	1	-15	-3	.	.
O=C(Cn1nnc(-c2ccccc2F)n1)Nc1ccc(C(=O)N2CCOCC2)cc1	-2	-6	-6	0.7	11	-26	-1	8	-3
CCn1c(=O)c(C(=O)Nc2ncccc2O)c(O)c2ccccc21	1	-14	-6	0.4	12	-16	-4	1	-25
CCOc1ccc(N2C(=O)CC(Sc3nc(C)cc(C)n3)C2=O)cc1 (configuration not stated)	-4	-18	-13	0.5	10	-4	-2	3	-5
CC(C)OCCCNC(=S)N1CCC(C(=O)c2ccc(F)cc2)CC1	.	.	-3	5.8	17	-6	1	1	-1
CCOC(=O)c1sc(NC(=O)c2cc(-c3cccc(O)c3)on2)c(C(=O)OCC)c1C	-3	12	1	0.3	-2	-3	1	0	-15
CSc1c(SCc2ccccc2)cnn(Cc2ccccc2)c1=O	-3	-10	-5	18*	16	18	-7	-1	-9
Cc1nn(Cc2ccccc2)c(=O)c2nn(-c3ccc(Cl)cc3)c(C)c12	0	-8	-9	-0.3	3	-2	-6	3	-12
COC(=O)c1sc(N)c(C(=O)OC)c1COC(=O)C12CC3CC(CC(O)(C3)C1)C2	-2	-20	-14	-0.1	0	-16	3	1	-10
COc1ccccc1CNC(=O)CCC(=O)N1Cc2cccc(OC)c2Oc2ncccc21	-12	-15	-8	0.4	-5	-7	-3	1	-5
CSc1cccc(NC(=S)N(Cc2ccc(C)cc2)Cc2cccnc2)c1	-6	46*	-7	0.8	5	4	-5	0	34
O=S(=O)(NCCc1nc2ccccc2[nH]1)c1ccccc1	.	.	-25	0.8	17	-9	-5	0	-12
CCN(CC)CCCNC(=O)c1nn(-c2cccc(OC)c2)c(=O)c2ccccc12	-3	-12	3	-0.2	5	-17	-8	8	13
CCOc1ccccc1C(=O)N(Cc1ccccc1)Cc1cc2cc3c(cc2[nH]c1=O)OCCO3	-6	-6	7	0.0	4	-24	0	9	25
CCCCC(=O)Nc1ccc(N2CCN(c3ccc(F)cc3)CC2)cc1	-12	-3	20	14	-7	-4	-5	1	-8
COc1ccc(-n2nc([N+](=O)[O-])c(=NCCc3cccc(C)c3)n2O)cc1	-9	-18	-8	1.7	23	-8	-9	2	10
Cc1ccc(CN2C(=O)CCC2C(=O)NCc2ccco2)cc1 (configuration not stated)	-13	-16	-1	0.4	16	-8	-4	0	-6
Cc1cnc(NC(=O)CN2CCN(c3ccccn3)CC2)s1	-6	-8	-5	1.5	17	-33	-3	4	9
NC(=O)C1(N2CCCCC2)CCN(C(=O)c2ccc(C#CC3(O)CCCCC3)cc2)CC1	0	-10	-12	0.4	16	-2	-3	6	4
Cc1ccc(S(=O)(=O)NCCCCCC(=O)Nc2ccccc2)cc1	0	-6	0	2.3	21	-11	-5	1	-8
C=CCn1c2ccccc2c2nnc(SCc3ccc4nonc4c3)nc21	1	-14	-20	0.1	4	6	-6	0	18
Fc1ccc(-c2nn3c(C4COc5ccccc5O4)nnc3s2)cc1 (configuration not stated)	-2	-4	-6	0.2	15	-8	-1	3	15
Cc1cccc(Nc2nnc(SCC(=O)c3ccc(Br)s3)s2)c1C	-3	-17	-13	0.1	12	-11	-6	0	-3
COc1cccc(C2=NN(C(=O)c3ccccc3)C(O)(C(F)(F)F)C2)c1 (configuration not stated)	-4	-21	-22	0.9	18	-6	-4	-1	8
CCN(c1cccc(C)c1)S(=O)(=O)c1ccc2c(c1)CCN2C(C)=O	-22	-17	0	6.4	4	10	-2	9	1
O=c1c(Cl)c(Cl)cnn1-c1ccccc1	.	.	-9	-0.1	6	-6	-6	0	-3
Cc1cccc(C(=O)Nc2sc3c(c2C(=O)O)CCCC3)c1	-15	6	-8	-0.1	-10	1	-5	-2	-4
Cc1ccc(NC(=O)c2cccc(S(=O)(=O)N3CCCC3)c2)nc1	-1	-10	4	1.0	-2	-14	-5	4	-8
O=C(CCl)Nc1c2c(nn1-c1ccccc1)CSC2	7	-13	3	0.8	15	-1	-2	1	-3
Clc1ccc2c(N3CCOCC3)ccnc2c1	-5	-5	-10	3.2	17	-4	-3	5	0
COc1ccc(-c2nnn(-c3cc(Cl)cc(Cl)c3)c2N)cc1	-5	-21	-2	0.3	-1	1	-3	1	-38

Random draw from the library; 4.2% or so of the library scored in one or more.
